From PubChem
mIDH1 inhibitor – qHTS for Inhibitors of mutant isocitrate dehydrogenase 1 (IDH1): qHTS; Isocitrate dehydrogenase [NADP] cytoplasmic (Homo sapiens), O75874; IDH1-R132H enzyme, NADPH consumption, diaphorase/resazurin fluorescence; Potency, µM (doses to about 76.6 µM), inactives show at the highest dose activity change, negative = inhibition, most hits filed as inhibitors; actives 0.093% (n = 390,000); note: potency is the fitted concentration of half-maximal effect; % is set by controls: 0 for no effect and ±100 for the full control effect; nearly all actives have a fitted effect of over 65% in size
Target sequence (O75874 whole entry R132H, stated change not applied): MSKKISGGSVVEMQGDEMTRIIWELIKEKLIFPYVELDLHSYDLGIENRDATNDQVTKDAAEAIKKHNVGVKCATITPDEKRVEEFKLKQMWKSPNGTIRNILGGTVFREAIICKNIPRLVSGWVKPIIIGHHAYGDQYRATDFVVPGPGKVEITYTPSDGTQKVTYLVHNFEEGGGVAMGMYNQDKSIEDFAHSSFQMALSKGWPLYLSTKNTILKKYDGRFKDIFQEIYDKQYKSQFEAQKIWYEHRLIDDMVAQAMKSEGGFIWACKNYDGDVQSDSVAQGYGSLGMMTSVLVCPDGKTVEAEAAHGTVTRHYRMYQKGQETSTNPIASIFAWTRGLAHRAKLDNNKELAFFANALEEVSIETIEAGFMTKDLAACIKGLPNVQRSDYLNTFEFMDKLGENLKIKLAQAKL
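IDH1-R132H (0.5 ug/mL) preincubated 30 min with compound, then NADPH (0.016 mM) and alpha-KG (2 mM) added; 80 min at RT, pH 7.5. Remaining NADPH coupled via diaphorase/resazurin to fluorescence (540/590 nm); concentration-response curves normalized to no-enzyme control.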
Vif-A3G inh – qHTS for Inhibitors of Vif-A3G Interactions: qHTS | DNA dC->dU-editing enzyme APOBEC-3G (Homo sapiens), Q9HC16 | Potency, µM (doses to about 46.1 µM), without a hit: at the highest dose activity, negative = active, actives largely listed as inhibitors | HeLa A3G-eYFP + Vif (tagged APOBEC3G with the HIV-1 protein that degrades it), YFP fluorescence, overnight | actives 0.076% (n = 410,000);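 note: potency is the fitted concentration of half-maximal effect; % is set by controls: 0 for no effect and ±100 for the full control effect; nearly all actives have a fitted effect of over 60% in size; hits raise eYFP signal because A3G escapes Vif-driven loss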
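Read-out is eYFP fluorescence (Ex 488/Em 500-530) from Vif-expressing HeLa A3G-eYFP cells; more signal means A3G escaped Vif-mediated degradation. Cells plated overnight, compound pinned in, incubated overnight at 37 deg C.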
TrxR1 substrate – qHTS Assay for Substrates of Mammalian Selenoprotein Thioredoxin Reductase 1 (TrxR1): qHTS; actives 0.01% (n = 390,000); Potency, µM (doses to about 114 µM), without a hit: at the highest dose activity change, negative = substrate turnover; purified TrxR1 substrate turnover, NADPH consumption readout; Thioredoxin reductase 1, cytoplasmic (Rattus norvegicus), O89049; AID 588456, 2011; note: potency is the fitted concentration of half-maximal effect; % is set by controls: 0 for no effect and ±100 for the full control effect; nearly all actives have a fitted effect of over 50% in size
Target sequence (O89049 whole entry, looked up): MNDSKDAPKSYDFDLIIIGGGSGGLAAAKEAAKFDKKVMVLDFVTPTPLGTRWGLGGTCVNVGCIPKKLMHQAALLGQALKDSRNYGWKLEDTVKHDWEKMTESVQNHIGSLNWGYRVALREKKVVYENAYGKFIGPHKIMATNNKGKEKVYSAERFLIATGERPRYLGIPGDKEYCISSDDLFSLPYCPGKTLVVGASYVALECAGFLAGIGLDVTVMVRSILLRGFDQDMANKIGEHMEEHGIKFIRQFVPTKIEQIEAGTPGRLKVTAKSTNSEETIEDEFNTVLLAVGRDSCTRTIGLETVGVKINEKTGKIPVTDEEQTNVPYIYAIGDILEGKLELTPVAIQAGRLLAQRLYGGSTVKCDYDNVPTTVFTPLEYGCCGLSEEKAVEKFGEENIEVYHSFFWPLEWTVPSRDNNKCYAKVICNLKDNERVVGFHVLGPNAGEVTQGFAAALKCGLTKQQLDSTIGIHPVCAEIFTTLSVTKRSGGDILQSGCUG
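Rat TrxR1, dispensed at 90 nM, was prereduced with 400 uM NADPH (final) for 5 min at ~22 deg C, then incubated with compound 15 min before 400 uM selenite. A first-read NADPH fluorescence drop versus no-compound background flagged substrates.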
GRP78 ERSR act – qHTS for Inducers of the Endoplasmic Reticulum Stress Response (ERSR) in Human Glioma: qHTS. Potency, µM, inactives show at the highest dose activation, actives largely listed as activators. U87-MG GRP78 promoter luciferase reporter, 16 h. actives 0.02% (n = 420,000); note: potency is the fitted concentration of half-maximal effect; series mostly up to about 76 µM; % of control where 0% means no effect; nearly all actives have a fitted effect of over 35% in size
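ERSR induction read as luciferase luminescence (Bright-Glo, 10 min at room temperature) in stably transfected human U87-MG glioma cells exposed to compounds for 16 h, using GRP78 as sensor.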
RXFP1 agonist – qHTS Assay for Agonists of the Relaxin Receptor RXFP1. HEK293T-RXFP1 cAMP TR-FRET, 30 min; response scale: percent of porcine relaxin response, buffer zero. Potency, µM (highest dose often 57.5 µM), inactives show top-dose activation, usual class: activators. actives 0.3% (n = 370,000). Relaxin receptor 1 (Homo sapiens), Q9HBX9; note: potency is the fitted concentration of half-maximal effect; % is set by controls: 0 for no effect and ±100 for the full control effect; nearly all actives have a fitted effect of over 60% in size; many of its hits are not listed in these tables
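Agonist response is measured as cAMP accumulation in an RXFP1-transfected HEK293T line under PDE4 inhibition. Values are scaled between buffer-only and 29 nM porcine relaxin, and EC50s come from standard Hill equation fits.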
USP1 inh – Inhibitors of USP1/UAF1: Primary Screen; Ubiquitin carboxyl-terminal hydrolase 1 (Homo sapiens), O94782; recombinant USP1/UAF1, Ub-Rhodamine cleavage fluorescence; Potency, µM (series often up to 57.1 µM), for inactives: at the top dose activity change, negative = inhibition, hits mostly inhibitors; actives 0.23% (n = 390,000); AID 743255, 2014; note: potency is the fitted concentration of half-maximal effect; % is set by controls: 0 for no effect and ±100 for the full control effect; nearly all actives have a fitted effect of over 60% in size; inactives centre near -12
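Step one: compound is pinned into 1nM USP1/UAF1 in HEPES pH 7.8 buffer with TCEP. Step two: 15 min room-temperature incubation. Step three: Ub-Rho (150nM final) starts cleavage, tracked by fluorescence over six one-minute reads.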
PI4K2A block – qHTS for small molecular inhibitors of PI4K2A; Phosphatidylinositol 4-kinase type 2-alpha (Homo sapiens), Q9BTU6; purified PI4K2A, ADP-Glo luminescence, 1 h; active compounds read low; activity change, negative = inhibition, % at 76.9 µM; actives 0.13% (n = 420,000); AID 1346378, 2018; in the data active = activity change below about -50%; inconclusive = mostly about -30% to -49%;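 note: -100% = wells without enzyme as full effect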
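ADP-Glo luminescence measured ADP generated by PI4K2A enzyme (4 ug/mL before mixing) with 1.2 mM PI substrate (pre-mix) and 300 microM ATP (pre-mix). Tris pH7.5 buffer with MgCl2, Triton X-100; 1 h reaction at ambient temperature.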
Vif-A3F inh – qHTS for Inhibitors of Vif-A3F Interactions: qHTS; HeLa A3F-eYFP + Vif (tagged APOBEC3F with the HIV-1 protein that degrades it), YFP fluorescence increase; AID 602313, 2012; Potency, µM (top dose mostly 46.1 µM), inactives show at the top dose activity, negative = active; actives 0.2% (n = 390,000); note: potency is the fitted concentration of half-maximal effect; % of control where 0% means no effect; nearly all actives have a fitted effect of over 65% in size
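HeLa cells stably expressing A3F-eYFP plus Vif, plated and incubated overnight at 37 deg C, then exposed to compounds overnight at 37 deg C. Blocked degradation read as raised yellow fluorescence (Ex 488/Em 500-530).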
LDHA inh – qHTS assay for inhibitors of human lactate dehydrogenase. L-lactate dehydrogenase A chain (Homo sapiens), P00338. purified LDHA, NADH/diaphorase-resazurin fluorescence; active compounds read low. activity change, % (values are at about 110 or 230 µM). actives 0.15% (n = 480,000); in the data active = activity change below about -30%; inconclusive = mostly about -25% to -30%;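 note: plate controls were DMSO wells for no effect and wells without enzyme for full effect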
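Resorufin fluorescence (ex540/em590), read at 0 and 20 min after diaphorase/resazurin addition, reports the NADH left after a 5 min room-temperature reaction of 2 nM human LDH5 with 0.06 mM NADH and 0.2 mM pyruvate.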
Active calls of the source: *; u = inconclusive; x = not tested or not shown; [ ] = remark or other dose. Unless noted, calls come from the whole dose curve; as a rule, active = well fitted curve in the direction sought with a large enough effect; inconclusive = small, poorly fitted or top-dose-only effect, or another doubt; inactive = no such curve, though single readings can be large; an effect the other way counts as inactive or inconclusive. These rows are one share of the data (hit frequency here may not be typical).

Structure	mIDH1 inhibitor	Vif-A3G inh	TrxR1 substrate	GRP78 ERSR act	RXFP1 agonist	USP1 inh	PI4K2A block	Vif-A3F inh	LDHA inh
Cc1cc(N2CCN(c3ccccn3)CC2)n2c(nc3ccccc32)c1C#N	6%	1%	3%	-4%	4.7%	-20%	0	8%	2
CC(Oc1ccccc1)c1ccnn1S(=O)(=O)c1ccccc1 (configuration not stated)	5%	-1%	4%[57.1 µM]	-1%	-2.2%	-25%	6	3%	-3
Cc1nnc(SCC(=O)N2CCCc3ccccc32)[nH]c1=O	2%	0%	-1%	-1%	1.4%	-1%	-2	2%	-3
CC1CCCC(NC(=O)C2CCN(S(=O)(=O)N3CCOCC3)CC2)C1C (configuration not stated)	-4%	0%	-3%	-2%	-0.1%	-10%	4	-3%	1
Cn1nc([N+](=O)[O-])nc1Oc1ccc(C(C)(C)C)cc1	10%	1%	-6%	-4%	1.6%	-22%	5	3%	9
Cn1cc(C=O)c2cc(S(=O)(=O)N3CCOCC3)ccc21	-2%	0%	10%[57.1 µM]	-2%	-0.7%	-17%	5	-9%	-3
CCOC(=O)C1=C(C)N(CCCC(=O)NCc2ccc3c(c2)OCO3)C(=O)NC1c1ccc(Br)cc1 (configuration not stated)	-17%	0%	1%	-3%	-0.5%	-19%	-1	-4%	-17
Cc1ccccc1Nc1c(-c2c[nH]c3ccccc23)nc2ccccn12	0%	-4%	44%[activator]	0%	14%	-5%	0	-4%	3
Cc1sc2nc(CSCC(=O)Nc3c(F)cccc3F)[nH]c(=O)c2c1C	3%	-13%	-10%	-2%	0.0%	-27%	1	u	-4
O=C1CCCCCN1C(=O)c1ccccc1	-9%	1%	2%	-4%	x	-4%	0	-1%	0
Cc1ccccc1NC(=O)c1ccccc1NC(=O)c1ccccc1Cl	-20%	5%	2%	-3%	2.9%	-13%	-9	-8%	0
COc1ccc(Nc2nc3cc(-c4ccsc4)sc3c(=O)n2C)cc1OC	x	-27%	x	-1%	x	x	-1	x	-3
COc1ccc(CNC(=O)C2CCN(c3nc(OC)nc(OC)n3)CC2)cc1	1%	1%	-6%	-2%	0.3%	-24%	1	-6%	-2
Cc1ccc(CN(C)c2nc(-c3cccnc3)nc3ccccc23)o1	0%	-7%	12%	-3%	3.4%	-6%	-6	1%	-9
CC1CCCCC1NC(=O)COC(=O)c1c2c(nc3ccccc13)/C(=C\c1ccco1)CC2 (configuration not stated)	-4%	-6%	-2%	3%	x	u	-67*	-3%	7
Cc1ccc(CNc2nnc(C)c3nnn(Cc4ccc(F)cc4)c23)cc1	5%	-5%	-15%	1%	0.4%	u	1	-8%	-8
CCOc1ccccc1CNC(=O)C1CCCN(S(=O)(=O)c2ccc3c(ccn3C)c2)C1 (configuration not stated)	-5%	-1%	6%[57.1 µM]	-4%	1.2%	u	3	3%	-5
CCn1ncc(C(=O)Nc2ccc([N+](=O)[O-])cc2OC)c1C	4%	-4%	-9%	-4%	x	-10%	2	5%	-1
CC(C)c1ccc(NC(=O)c2cc(S(=O)(=O)NCCc3ccccc3)ccc2F)cc1	-6%	0%	-4%[57.1 µM]	-3%	-2.5%	-18%	-4	-5%	1
CCOC(=O)C1=C(C)N(CCCCCC(=O)O)C(=O)NC1c1ccc(Cl)cc1 (configuration not stated)	5%	-7%	4%	-3%	-1.0%	-18%	1	-11%	-2
O=Cc1ccc(OCc2nnsc2Cl)cc1	5%	-2%	6%[57.1 µM]	2%	0.2%	-12%	-1	-3%	-3
O=C(CN(c1ccc(Cl)c(C(F)(F)F)c1)S(=O)(=O)c1ccccc1)Nc1cccnc1	-17%	-15%	-13%	-1%	0.2%	-12%	0	4%	-5
CCN(Cc1ccccc1)C(=O)Cn1c(=O)n(CC(=O)NCc2ccco2)c(=O)c2sccc21	3%	-1%	-5%	-3%	-2.1%	-17%	8	-5%	0
Nc1ccc(CSc2ccccc2)cc1	-7%	-2%	1%[2.29 µM]	10%	x	4%	0	-1%	-2
On1c(-c2ccc(Cl)cc2)nc2ccccc21	8%	0%	-3%	0%	-0.1%	-19%	-7	-1%	-7
CCN(CC)CCn1c(-c2ccc(C)cc2)nc(=S)c2c1CC(C)(C)OC2	1%	7%	7%[57.1 µM]	-1%	6.5%	-10%	1	11%	0
CCCCCN1CC(=O)N2C(C)c3[nH]c4ccccc4c3C[C@H]2C1=O (some centres not stated)	5%	-5%	-2%	-6%	1.6%	-12%	-1	0%	0
Cc1nc(C(=O)O)nn1-c1ccc([N+](=O)[O-])cc1	0%	0%	5%	-4%	-0.5%	-22%	-1	-7%	2
CN(Cc1ccc(F)cc1)C(=O)c1cccc(S(=O)(=O)N2CCN(Cc3ccccc3)CC2)c1	-3%	-1%	-3%	-2%	-0.2%	2%	3	-11%	-7
CCCn1c(SCC(=O)N2c3ccccc3CCc3ccccc32)nc2c1c(=O)n(C)c(=O)n2C	3%	-3%	4%	-2%	0.6%	-24%	0	x	-5

(further entries)
Structure	mIDH1 inhibitor	Vif-A3G inh	TrxR1 substrate	GRP78 ERSR act	RXFP1 agonist	USP1 inh	PI4K2A block	Vif-A3F inh	LDHA inh
COc1ccc(OC)c2[nH]c(=O)c(CCNC(=O)c3ccc(S(=O)(=O)N4CCCCC4)cc3)cc12	-3%	0%	-2%	-5%	-1.0%	-19%	-3	2%	1
COc1nc(N)c(C#N)c(-c2ccc(N(C)CCC#N)cc2)c1C#N	-1%	-14%	47%[activator]	-1%	u	-2%	-1	-23%	2
CC(C)(C)c1ccc(S(=O)(=O)NC(=O)C2(C)CCN2C(=O)Cc2cc(F)ccc2F)cc1 (configuration not stated)	x	0%	x	1%	x	x	-4	x	-5
CCOC(=O)CSc1nc2ccccc2c(=O)n1-c1cccc(C)c1	0%	1%	7%	3%	-0.5%	-15%	-1	-9%	-4
CNC(=S)SCCOc1ccc(C)cc1	3%	1%	7%	1%	-3.0%	-17%	-6	u	2
CNS(=O)(=O)c1cccc(C(=O)OCC(=O)NC2CCCC(C)C2C)c1 (configuration not stated)	8%	-2%	7%	-5%	x	-22%	-2	-4%	-6
CCCCNC(=O)C1CCN(Cc2ccccn2)CC1	5%	0%	1%	-7%	-3.0%	-26%	-1	x	3
CCc1nc(Nc2ccc(OC)cc2OC)c2oc3ccccc3c2n1	-2%	-3%	109%[activator]	-14%	-1.9%	-16%	-2	-17%	-2
Cc1nonc1OCCNC(=O)C12CC3CC(CC(C3)C1)C2	7%	0%	14%	-2%	0.8%	-6%	1	-5%	-3
COc1ccc2cc3c(N)nn(C(=O)c4ccc(F)cc4)c3nc2c1	0%	4%	0%	-5%	0.0%	3%	-8	5%	-12
CC1(C)CC(=O)C=C(c2ccc(COC(=O)C(c3ccccc3)c3ccccc3)cc2)C1=O	-3%	-2%	x	-2%	x	-13%	7	-5%	3
CC(=O)Nc1ccccc1C(=O)C(=O)Nc1ccc(Cl)cc1	10%	0%	5%[57.1 µM]	2%	0.3%	-13%	-2	2%	-4
CC1CCN(c2ncnc3ccccc23)CC1	6%	4%	-1%	-3%	4.3%	-2%	0	6%	-2
CCSC1=C(C#N)C2(CCCCC2)C(C#N)C(=O)N1 (configuration not stated)	1%	-5%	-8%	-3%	0.4%	-27%	0	0%	4
Cc1cccc(-n2nc(C(=O)Nc3ccccc3)n3c(=O)cc(-c4ccccc4)nc23)c1	-8%	0%	7%[57.1 µM]	-2%	1.4%	-8%	-7	7%	-7
O=C(CN1Cc2ccccc2C1=O)Nc1cc(F)ccc1F	-3%	4%	-8%	-2%	0.2%	u	-4	-3%	-4
Cc1c(NC(=S)Nc2cccc(Cl)c2)c(=O)n(-c2ccccc2)n1C	3%	2%	3%	-1%	-0.5%	-9%	-2	-9%	-10
Cc1ccc(S(=O)(=O)NCCN(CCNS(=O)(=O)c2ccc(C)cc2)S(C)(=O)=O)cc1	-5%	-1%	-11%	-4%	0.4%	-21%	-8	x	3
COc1ccccc1C(=O)NCCC(=O)N1CCCC(C)C1 (configuration not stated)	-1%	0%	-1%	-6%	-1.6%	-9%	5	-11%	-1

Compound profiles, from the list above.
CC(=O)Nc1ccccc1C(=O)C(=O)Nc1ccc(Cl)cc1 across the screens: mIDH1 inhibitor = 10%; Vif-A3G inh = 0%; TrxR1 substrate = 5%[57.1 µM]; GRP78 ERSR act = 2%; RXFP1 agonist = 0.3%; USP1 inh = -13%; PI4K2A block = -2; Vif-A3F inh = 2%; LDHA inh = -4
CNC(=S)SCCOc1ccc(C)cc1 across the screens: mIDH1 inhibitor = 3%; Vif-A3G inh = 1%; TrxR1 substrate = 7%; GRP78 ERSR act = 1%; RXFP1 agonist = -3.0%; USP1 inh = -17%; PI4K2A block = -6; Vif-A3F inh = u; LDHA inh = 2
